Bioassay records deposited in PubChem by Sanford-Burnham Center for Chemical Genomics.
NR3A LBD binder: modulators (binders) of human NR3A ligand-binding domain; NR3A LBD differential scanning fluorimetry, Tm shift; 0% = protein alone, 100% = glycine-bound protein; Tm shift relative to glycine control, % at 25 µM; 340,000 compounds, 2.5% hits; AID 1259313;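 active = melting temperature shift of at least 10% of the positive control shift, at one fixed dose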
hIAP activ: increases human intestinal alkaline phosphatase activity | activation factor at 10 µM | purified human IAP, CDP-Star luminescence, 30 min; hits give high values; 1 = vehicle-only enzyme, 0 = enzyme-free background | P09923 | AID 2524 | 330,000 compounds, 0.16% hits;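 active = activation factor of the enzyme at least 2-fold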; also: the source names both 10 and 20 µM as test concentration; values of inactives mirror those of a sister screen read the other way
PfG6PD inh: PfG6PD (Plasmodium falciparum) enzyme inhibition; PfGluPho enzyme, NADPH resazurin-diaphorase fluorescence; inhibition, % at 20 µM; 350,000 compounds, 0.78% hits;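 active = inhibition reaching at least a set limit at 20 µM in the primary screen, cut at about 59% in these data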;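 also: 0% = DMSO wells with substrate and 100% = DMSO wells lacking glucose-6-phosphate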
SENP1 inh: blocks the human SENP1 SUMO protease catalytic domain. Q9P0U3. recombinant SENP1 catalytic domain, CyPet-SUMO1-YPet FRET cleavage. inhibition, % at 10 µM. 360,000 compounds, 0.21% hits;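 active = inhibition at least 30% at 10 µM, raw YFP signal under a set limit, fluorescence ratio 0.5 to 1.5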;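 also: 0% = enzyme with DMSO and 100% = no enzyme wells; some results filed as inactive read as strong as hits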
Target sequence (Q9P0U3 419-644 limits assumed): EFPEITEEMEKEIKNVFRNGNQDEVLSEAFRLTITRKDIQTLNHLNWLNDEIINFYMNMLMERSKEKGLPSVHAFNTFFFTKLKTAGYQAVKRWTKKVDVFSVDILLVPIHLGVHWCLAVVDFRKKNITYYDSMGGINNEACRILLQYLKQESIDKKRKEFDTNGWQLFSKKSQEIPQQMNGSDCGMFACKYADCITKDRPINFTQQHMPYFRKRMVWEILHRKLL
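System: Recombinant human SENP1 catalytic domain, His6-tagged | Incubation: Enzyme reaction for 50 min at room temperature, dark | Medium: Tris pH 8 with BME, BSA, NP40 and catalase | Also added: 25 nM SUMO1 FRET substrate | Compound: 10 µM single point, 0.5% DMSO | Measured by: FRET fluorescence in CFP and YFP emission channels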
ATG4B inhibitor: ATG4B (human) cysteine protease inhibition; ATG4B cleavage of LC3-PLA2, NBD-HPC fluorescence, 1 h; inhibition, % at 8.33 µM; 340,000 compounds, 0.51% hits; in the data active = inhibition above about 40%
SENP6 inh: inhibitors of human SENP6 protease | Q9GZR1 | Recombinant SENP6 catalytic domain, aminoluciferin luminescence | inhibition, % at 10 µM | 330,000 compounds, 1.8% hits | AID 2599;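 active = inhibition above about 50% at the single tested dose, limit read from the data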;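 also: plate controls were DMSO wells with enzyme for no effect and DMSO wells lacking enzyme for full effect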
Target sequence (Q9GZR1 628-1112 limits assumed): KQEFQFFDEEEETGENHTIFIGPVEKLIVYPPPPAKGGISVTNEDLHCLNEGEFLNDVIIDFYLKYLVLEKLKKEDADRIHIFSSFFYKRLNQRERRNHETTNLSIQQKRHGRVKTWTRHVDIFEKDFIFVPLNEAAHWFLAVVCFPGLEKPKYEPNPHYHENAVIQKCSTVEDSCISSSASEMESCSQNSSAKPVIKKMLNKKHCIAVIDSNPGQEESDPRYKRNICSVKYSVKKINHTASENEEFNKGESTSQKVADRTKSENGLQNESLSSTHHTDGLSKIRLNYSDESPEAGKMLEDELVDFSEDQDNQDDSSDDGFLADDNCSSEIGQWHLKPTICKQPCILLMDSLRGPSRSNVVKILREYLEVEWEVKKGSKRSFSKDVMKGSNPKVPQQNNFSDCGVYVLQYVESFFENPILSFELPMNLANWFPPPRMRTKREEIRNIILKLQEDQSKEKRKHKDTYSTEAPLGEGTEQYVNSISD
SENP8 inh: SENP8 (human) protease inhibition. Q96LD8. recombinant SENP8, Nedd8 substrate fluorescence. inhibition, % at 20 µM. 360,000 compounds, 0.64% hits; in the data active = inhibition mostly above about 40%, no sharp cut-off; inactive = mostly below about 27%
Target sequence (Q96LD8 whole entry, looked up): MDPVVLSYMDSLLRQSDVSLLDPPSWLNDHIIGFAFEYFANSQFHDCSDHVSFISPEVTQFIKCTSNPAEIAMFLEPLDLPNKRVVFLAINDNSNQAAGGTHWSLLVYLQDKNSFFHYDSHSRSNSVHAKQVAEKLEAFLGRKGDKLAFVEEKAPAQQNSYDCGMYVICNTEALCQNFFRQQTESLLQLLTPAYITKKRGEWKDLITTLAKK
MPTP inh: blocks calcium-induced mitochondrial swelling. AID 602449. 360,000 compounds, 1.4% hits. inhibition, % at 10 µM. isolated mouse mitochondria, Ca2+ swelling absorbance, 30 min;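 active = inhibition of 50% or more, scaled per plate between neutral and stimulator controls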;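 also: 0% = DMSO wells given calcium and 100% = 1 mM EGTA wells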
* hit, by the source's call; / = no result given.

Under each structure: NR3A LBD binder, hIAP activ, PfG6PD inh, SENP1 inh, ATG4B inhibitor, SENP6 inh, SENP8 inh, MPTP inh
O=C(Nc1ccc(Cn2ccnc2)cc1)c1cccc(C(F)(F)F)c1
    1, 0.93, 10, 1, -1, -5, -3, -0.4
CCC(C)N(C(=O)COC(=O)c1ccc(N)c([N+](=O)[O-])c1)C1CCS(=O)(=O)C1 (stereo not given)
    /, /, 5, 4, /, /, 25, -1.4
CCOC(=O)c1c(C)n(C)c2ccc(OC(C)=O)cc12
    1, 1, 7, 2, -5, -1, 23, -1.3
COc1ccc(/C=N/N2CCN(c3ccccc3)CC2)cc1Br
    -3, 1, 12, 1, -2, 33, 8, 1.4
O=C(CNC(=O)c1sc2ccccc2c1Cl)NCc1ccc(F)cc1
    1, 1.2, 7, 0, 1, 3, 10, 1.8
COc1ccc(C(=O)N[C@H](C(=O)OCCCOC(=O)[C@@H](NC(=O)c2ccc(OC)cc2)C(C)C)C(C)C)cc1
    -1, /, 7, 2, -45, /, 10, 1.5
O=C(NCc1ccccc1)C1CCCN(C(=O)NCc2ccccc2)C1 (stereo not given)
    1, 0.96, -6, -1, -7, 5, 12, 0.4
COC(=O)C[C@H]1c2cc(F)cc(F)c2S(=O)(=O)N1C1CCN(Cc2ccccc2)CC1
    2, 1.1, 11, -6, -9, -2, -53, -1.2
Cc1ccc(C2=Nc3ccccc3N=C(c3ccc([N+](=O)[O-])cc3)C2)c(O)c1
    -1, 0.98, 2, 3, 22, -25, -124, 3.3
CC(Sc1ncccn1)C(=O)NNC(=O)c1cccc(Cl)c1 (stereo not given)
    1, 1.1, -14, -2, -2, -2, 13, -0.4
Cc1cccc(C)c1OCC(=O)N(Cc1ccc(N(C)C)cc1)C1CCS(=O)(=O)C1 (stereo not given)
    0, 0.97, 18, 2, -11, -7, 4, 2.6
O=C(NNC(=O)c1cc(-c2ccccc2)n(-c2ccccc2)n1)c1cccc([N+](=O)[O-])c1
    -10, 1.3, -12, 0, 9, -10, 34, 1.0
CCOC(=O)c1cc(C#N)c(SC)nc1-c1ccccc1
    2, 1.2, -13, -3, -6, 2, -56, -1.0
Cc1ccccc1OCCNC(=O)c1ccco1
    -2, 0.9, -7, 0, 2, -12, 6, -1.5
CN(c1ccc(C(=O)N2CCOCC2)cc1)S(C)(=O)=O
    0, 1.1, -5, 2, 1, -29, 2, -0.1
C=CCc1c(Cl)nc(C)nc1NCc1ccccc1
    -3, 1.3, 12, 0, 5, -7, 4, 3.9
CCCn1c(N)c(N(CCOC)C(=O)c2ccc(F)cc2)c(=O)[nH]c1=O
    0, 1.2, -11, 1, 0, -17, 5, -0.8
Cc1cc2c(NC(=O)Nc3ccc(C(C)(C)C)cc3)cccc2nn1
    4, 0.99, 28, -10, 6, 0, 13, 85*
CN(C)C(=O)C#Cc1ccccc1
    0, 0.89, -11, -1, 1, 2, 2, 2.2
CCCCNc1nnc(SCC(=O)c2c[nH]c3ccccc23)s1
    8, 0.94, 25, 2, 30, -20, 9, 1.6
CCCNC(=O)c1ccccc1NC(=O)c1ccccc1N(C)S(=O)(=O)c1ccccc1
    -9, 1.1, -6, 0, -10, -6, 6, -0.3
Cc1nn(-c2cccc(C(F)(F)F)c2)c(Cl)c1/C=N/Nc1cccc(C(=O)O)c1
    -1, /, -22, -2, 57*, /, 5, -0.1
Cc1ccc(N2C(=O)c3ccccc3C2Nc2ccccc2F)nc1 (stereo not given)
    -2, 0.98, 4, 2, 5, -15, 9, -1.9
Cc1cc(NC(=O)CCC(=O)N(CC(=O)NCC2CCCO2)c2ccc3c(c2)OCCO3)no1 (stereo not given)
    3, 1, -11, 1, -2, -2, 3, 0.7
COC(=O)c1cc(C(=O)Nc2nc3ccccc3[nH]2)cc([N+](=O)[O-])c1
    -9, 1.3, -3, -1, 3, 9, -4, -0.7
CCc1cccc(NC(=O)Cn2cc(C=O)c3ccccc32)c1
    -1, 0.93, -1, 3, -1, -10, 11, 73*
O=[N+]([O-])c1ccc(Cl)c(C2Nc3cccc4cccc(c34)N2)c1
    1, 0.9, 24, 2, 54*, 48, 16, 3.9
c1ccc(-c2cc3c(N4CCN(c5ncccn5)CC4)ncnc3s2)cc1
    -18, 0.9, 15, -41, -11, 19, -396, 2.0
CCCn1c(=O)c2c(c3ccccc31)OCC(=O)N2
    -5, 0.98, 4, 3, -6, -1, 6, -0.3
O=C(CN1CCN(Cc2ccc(Cl)cc2)CC1)N/N=C/c1cccc(F)c1
    1, 1, 7, 1, -5, -21, 14, 0.0
CC(=O)c1sc(N/N=C/c2cccc(O)c2)nc1C
    14*, 0.76, 19, -43, -18, 11, -402, 0.3
COc1ccc(CNC(=O)C2CC=CCC2C(=O)O)cc1OC (stereo not given)
    0, 0.82, 0, -1, -4, -11, 11, -6.6
COc1ccccc1NC(=O)CCN1CC(C)OC(C)C1 (stereo not given)
    6, 1, -3, 1, -11, -11, 26, -3.2
COc1ccc(CCC(=O)Nc2nnc(C(F)(F)F)s2)cc1
    -31, 1, 5, 1, -5, -5, 4, 2.4
O=C1CCCCC1Nc1ccc(Cl)cc1 (stereo not given)
    0, /, 0, 1, 2, /, 12, -0.8
CCOC(=O)/C=C1\SCC(=O)N1CC(=O)Nc1ccc(C(C)C)cc1
    -2, 1.1, 3, 1, -16, -10, 6, -1.2
CN(Cc1nc2ccccc2n1C)c1ccccc1
    0, 0.98, -9, 1, -3, -3, 21, 0.0
Cc1cc(C)c(N(C(=O)Cn2nnc3ccccc32)C(C(=O)NC(C)(C)C)c2ccsc2)c(C)c1 (stereo not given)
    -1, 0.91, -3, 1, -8, -10, 4, 1.1
CC(C)OCCCn1c(SCC(=O)N2CCc3ccccc32)nc2ccccc2c1=O
    0, 1.1, 8, 0, 3, -9, 18, 2.8
CCN(CC)C(=O)C1CCCN(Cc2ccccc2C(F)(F)F)C1 (stereo not given)
    0, 1.2, -9, 2, -5, -8, 16, 2.9
O=C(NCCN1CCOCC1)c1ccccc1[N+](=O)[O-]
    0, 0.87, 8, 2, -12, -8, 9, 0.4
Cc1ccc(S(=O)(=O)N2CCN(C(=O)c3ccc(S(=O)(=O)N4CCCC4)cc3)CC2)cc1
    0, 1.3, 3, 3, 3, 14, 7, 0.1
Cc1cc2ncn(CCCCOc3ccccc3)c2cc1C
    1, 1.3, 13, 1, -2, -12, 5, 78*
CC(C)[C@H](NC(=O)NCCc1ccc(F)cc1)C(=O)O
    2, 1.2, -6, 1, 4, -9, 24, 5.5
CN(C)C(=S)Oc1ccccc1-c1ccccc1OC(=S)N(C)C
    1, 0.97, -4, 0, -9, -1, 13, 0.1
CCCCOc1ccc(NC(=O)Nc2nnc(C)s2)cc1
    -4, 1.1, -10, -11, -1, -5, 21, -0.3
Cc1c(C#N)c(N)nc(Cl)c1C#N
    -1, 0.91, -12, -5, 1, -10, -45, -0.6
Cn1c(CN2CCOCC2)nc2cc(NC(=O)c3ccc(Cl)cc3)ccc21
    0, 0.93, -5, -5, -6, -9, 7, -0.6
CC(NC(=O)C1CCN(C(=O)c2ccc(F)cc2)CC1)c1ccc(-n2ccnc2)cc1 (stereo not given)
    3, 1, -5, 3, -52, -9, 17, 0.7
CC1CC(C)CN(S(=O)(=O)N2CCCC(C(=O)NC(C)c3ccccc3)C2)C1 (stereo not given)
    0, 1.1, -4, 0, -1, -13, 14, -0.1

Later entries.
Under each structure: NR3A LBD binder, hIAP activ, PfG6PD inh, SENP1 inh, ATG4B inhibitor, SENP6 inh, SENP8 inh, MPTP inh
O=C(CNC(=O)c1cccs1)Nc1cccc(S(=O)(=O)N2CCOCC2)c1
    -1, 1.1, -1, 1, -4, -20, 5, -0.5
CN(C)c1ccc(C(=O)NCCCSc2ccccc2)cc1
    1, 1.1, 12, 2, -9, -7, -10, 2.3
Cc1ccc(COc2ccsc2C(=O)NN)cc1
    -2, 0.88, 11, 1, -5, 1, 11, -0.6
O=C(NC1CCCN(Cc2ccc(Cl)cc2)C1)c1c(F)ccc(F)c1F (stereo not given)
    2, 1.1, -10, 1, 4, 10, 4, 0.6
O=C(N/N=C/c1c[nH]c2ccccc12)c1ccncc1
    7, 0.94, -13, 0, 6, 2, 17, 5.0
CCCCCCc1c(O)nc(SCC(=O)O)[nH]c1=O
    0, /, -10, 2, -7, /, 10, 0.0
S=C1NCN(Cc2ccccc2)CN1C1CCCCC1
    -1, 1.1, 4, 1, -8, -8, 8, -1.4
C=CCCC(=O)N1CCC(Oc2cccc(C(=O)NCc3ccccn3)c2)CC1
    2, 1.2, 2, 0, 0, -12, -2, 1.2
COc1cc(/C=C/c2onc(C)c2[N+](=O)[O-])cc(OC)c1OC
    2, 0.84, -3, 49*, -3, 0, 12, 2.8
O=C(Nc1ccc(Cl)cc1C(=O)Nc1ccc(Br)cn1)c1ccco1
    1, 1, 2, 2, -9, -5, -111, 0.2
CCCCN(CCCC)C(=O)C1CC=CCC1C(=O)O (stereo not given)
    1, 1.2, -6, 3, -13, -5, 1, 1.6
O=C(O)CC1(CC(=O)N2CCOCC2)CCCC1
    -2, 0.89, 8, 3, -3, -12, 2, -0.1
Cc1ccc(S(=O)(=O)N2CCCCC2)cc1C(=O)N1CCCCCC1
    2, 1.1, 14, -1, -7, -6, 7, -0.9
Cc1ccccc1OCC(=O)Nn1c(COc2ccccc2)nc2ccccc2c1=O
    -10, 0.95, -26, 0, -10, -33, 16, -1.0
Cc1cc2cc(CNC(=O)C3CCCC3)ccc2n1C
    -1, 0.89, 9, -13, -12, -12, -39, 2.1
CN(Cc1ccccc1)C(=O)CC(=O)N(C)Cc1ccccc1
    1, 0.93, -6, 0, -13, 7, -2, 1.0
Cc1cc(=O)oc2c3c4c(cc12)OCCN4CCC3
    -4, 1.1, 10, -22, -11, -1, -302, -1.0
COc1ccc(-c2nnc(SCC(=O)N3CCCCC3)o2)c(OC)c1
    1, 1.1, 21, 1, -2, -5, 3, 1.0
Cc1ccc(S(=O)(=O)Nc2ccc(S(=O)(=O)N3CCCC3)cc2)cc1
    -2, 1.2, -23, 2, 0, -12, 11, 2.9
O=C(/C=C/Nc1ccc(F)cc1)c1cccs1
    -8, 1.1, 26, -58, 0, 93*, -221, 1.8
CC1(c2nnc(-c3ccc(Cl)cc3)o2)CC(c2c(Cl)cccc2Cl)=NO1 (stereo not given)
    0, 0.97, 3, 1, 19, -11, 4, 0.4
O=C(Oc1ccc(Cl)cc1)N1CCOCC1
    -2, 1.1, 12, 0, -1, 6, 13, -0.4
CCCNC(=S)Nc1ccccc1
    2, 1.1, 11, 2, -9, 26, 14, -1.1
COc1ccc(/C=C(\NC(=O)c2ccccc2)C(=O)NC2CCS(=O)(=O)C2)cc1 (stereo not given)
    2, 0.98, 1, 0, 5, -18, 26, 0.4
CC[C@@]1(C(=O)OC)N[C@H](CN(C)C(=O)COc2ccccc2)[C@@H]2C(=O)N(C)C(=O)[C@@H]21
    2, 1, 8, 4, -10, -16, 12, 0.2
COc1ccc(CCNS(=O)(=O)c2cccc3nsnc23)cc1OC
    1, 0.91, -9, -2, 8, 4, 14, -1.9
O=S(=O)(NCC(O)COCc1ccco1)c1cccs1 (stereo not given)
    -1, 1.1, 15, 1, 12, -4, 18, -0.9
COc1ccc(CCC(C)Nc2ccccc2F)cc1 (stereo not given)
    1, 1.1, 10, -2, 3, 0, 25, 0.8
COc1ccc(CN2[C@@H](CC(=O)O)c3cc(C(F)(F)F)ccc3S2(=O)=O)cc1
    -1, 0.97, -19, 0, 7, 5, 14, -1.7
CCOc1ccc(S(=O)(=O)Nc2cc(OC)ccc2OC)cc1
    2, 0.91, 2, 3, -1, -2, 8, 0.1
